RNase H inhibition: RNase H inhibition, HIV 1 Gag Pol polyprotein, FRET biochemical assay, screening (AID 372); HIV-1 RT RNase H, FRET RNA/DNA substrate fluorescence; higher % means a stronger effect; inhibition, % at 10 µM; hits with a dose series show IC50 in µM; 100,000 tested, 0.77% active; in the data active means inhibition above about 50%
An asterisk follows results filed as active; & = joins results of further samples. A portion of the library; the hit share may differ from the screen's.

SMILES	RNase H inhibition
Cc1ccc2[nH]c3c(c2c1)CCCC3NC1CCCCC1 (configuration not stated)	16%
COC(=O)CN(c1ccc(F)cc1)S(=O)(=O)c1ccccc1	0%
Cc1cc(C)cc(NC(=O)CSCc2ccccc2C)c1	22%
O=C1CC(N2CCN(CCO)CC2)C(=O)N1c1ccc(Cl)cc1 (configuration not stated)	7%
CCOC(=O)C(C(=O)OCC)C1OC(=O)c2cc3c(cc21)C(=O)OC3C(C(=O)OCC)C(=O)OCC (configuration not stated)	0%
COC(=O)CCC(=O)Nc1ccc(C)cc1C	7%
CNC(=O)CN(c1ccc(Cl)cc1C)S(=O)(=O)c1ccc(C)cc1	1%
CCOc1ccc(C(=O)NC(=S)Nc2ccc3oc(-c4cccc(F)c4)nc3c2)cc1[N+](=O)[O-]	58%*
Cc1cc(N/N=C/c2ccc(F)cc2)nc(-c2ccccc2)n1	4%
Cc1cc(OCC(=O)Nc2ccccc2[N+](=O)[O-])cc(C)c1Cl	14%
COc1ccc(C(=O)NC(=S)Nc2ccc3oc(-c4ccc(C)cc4C)nc3c2)cc1	22%
COc1ccccc1OCCCOc1ccccc1[N+](=O)[O-]	40%
COc1ccc(S(=O)(=O)Nc2ccc(NS(=O)(=O)c3ccc(OC)cc3)c3ccccc23)cc1	13%
CCC(=O)Nc1cccc(-c2nnc(SCc3ccccc3Cl)n2C)c1	14%
COc1cc(/C=C2\SC(=Nc3ccc(O)cc3)NC2=O)ccc1O	44%
O=C(N/N=C/c1ccc([N+](=O)[O-])cc1)c1ccc(C2SCC(=O)N2Cc2ccccc2)cc1 (configuration not stated)	9%
Cc1cc(=O)n2[nH]c(-c3cccc(F)c3)cc2n1	3%
CCOc1cc(C2NC(=O)NC(C)=C2C(=O)OCC2CCCCC2)ccc1O (configuration not stated)	29%
Cc1ccc(N2C(=O)C3C4C=CC(CO)(O4)C3C2=O)cc1[N+](=O)[O-] (configuration not stated)	5%
O=C1C=CC(=O)N1c1ccc(Cl)cc1[N+](=O)[O-]	8%
Cc1ccc(-c2nc(N/N=C/c3ccccc3[N+](=O)[O-])c3ccccc3n2)cc1	3%
CC(=O)c1c(C)oc2ccc(NS(=O)(=O)c3ccccc3C)cc12	6%
O=C(/C=C/Nc1ccc(Cl)cc1[N+](=O)[O-])c1ccco1	3%
Cc1cc(C)nc(SCC(=O)N(c2ccccc2)c2ccccc2)n1	3%
Clc1ccc(CN2CCN(C3CCN(Cc4ccccc4)CC3)CC2)cc1	0%
COCCNCCOCCOc1c(OC)cccc1OC	8%
COc1cc(C)ccc1OCCCOc1ccc([N+](=O)[O-])cc1	28%
CN(C)CCN(C)C/C=C/c1ccc(N(C)C)cc1	5%
CC1=NN(c2cccc(C(=O)O)c2)C(=O)/C1=C\c1ccc(C)cc1	15%
COc1cccc(C2=NN(C(=O)c3ccccn3)C(O)(C(F)(F)F)C2)c1 (configuration not stated)	0%
Brc1ccc(C=Nc2ccc(Oc3ccccc3)cc2)s1	7%
COc1ccc(C2CC(=O)C3=C(C2)Nc2ccccc2NC3c2ccc(Cl)c([N+](=O)[O-])c2)cc1 (configuration not stated)	20%
CCOC(=O)C1=C(O)/C(=C/c2ccc(OC)cc2OC)SC1=Nc1ccccc1	12%
Cc1cc(C)nc(NS(=O)(=O)c2ccc(NC(=O)c3cc(Cl)cc(Cl)c3)cc2)n1	0%
COc1cccc(OCCCOc2cccc3ccccc23)c1	14%
Cc1ccc2oc(-c3cccc(NC(=O)COc4ccc(Br)cc4)c3C)nc2c1	23%
COc1ccc(-c2csc(Nc3ncccn3)n2)cc1OC	1%
CC(NC(=O)CSCc1cccc(Br)c1)c1ccccc1 (configuration not stated)	4%
CN(C)Cc1c(O)ccc2c(=O)c(-c3ccccc3)coc12	0%
O=C(NNS(=O)(=O)Cc1ccccc1)c1ccc([N+](=O)[O-])cc1	9%
COc1cccc(OCCOc2ccc(/C=C3/SC(=S)NC3=O)cc2)c1	21%
O=[N+]([O-])c1c(Nc2cc(C(F)(F)F)ccc2Cl)ccc2nonc12	0%
CCOc1ccc2nc(NC3=NCC(=O)N3)nc(C)c2c1	1%
COc1ccc(-c2noc(-c3ccc(C(C)(C)C)cc3)n2)cc1OC	12%
COc1ccc(S(=O)(=O)Nc2ccc(C(C)=O)cc2)cc1[N+](=O)[O-]	4%
CCOC(=O)c1cccc(N2C(=O)C3C4c5ccccc5C(CC)(c5ccccc54)C3C2=O)c1 (configuration not stated)	7%
COc1ccc(/C=C/C(=O)c2cccs2)c(OC)c1	0%
CCOc1ccc(N(CC(=O)N2CCCCC2)S(=O)(=O)c2ccc(Br)cc2)cc1	9%
C/C(=C1\C(=O)N(c2nc3ccccc3s2)N=C1C(F)(F)F)N1CCN(CCO)CC1	3%
CCOC(=O)C(=CNc1ccc(Cl)cc1Cl)C(=O)OCC	16%
CCCOc1ccc(C(=O)Nc2ccc(N3CCCCC3)cc2)cc1	14%
Cc1ccccc1OCCn1cc(/C=C2/SC(=S)N(C)C2=O)c2ccccc21	19%
CCCCP(=O)(CCCC)COc1ccc(Br)cc1	16%
O=C1Nc2ccc(Br)cc2/C1=C/c1ccc2ccccc2n1	25%
CCOC(=O)C1=C(C)N=C2SCC(=O)N2C1c1cc(OC)c(OC)cc1Br (configuration not stated)	8%
O=C(COc1ccccc1Cl)NNC(=O)c1ccncc1	10%
CCOC(=O)C1=C(C)NC(=S)NC1c1ccc(OC)c2ccccc12 (configuration not stated)	7%
Cc1c(NC(=S)NC(C)(C)C)c(=O)n(-c2ccccc2)n1C	4%
COc1ccc(-c2csc(/C(C#N)=C/c3sccc3C)n2)cc1OC	8%
CCOC(=O)c1c(NC(=O)COc2ccccc2C)sc(C(=O)Nc2ccc(C)cc2C)c1C	18%

Rewritten as comma-separated lines: entries from further up.
Compound,RNase H inhibition
O=C(COc1ccccc1Cl)NNC(=O)c1ccncc1,10%
COc1cccc(C2=NN(C(=O)c3ccccn3)C(O)(C(F)(F)F)C2)c1 (configuration not stated),0%

The listing continues.
SMILES	RNase H inhibition
Clc1ccccc1CN1CCN(C2CCN(Cc3ccccc3)CC2)CC1	6%
CCS(=O)(=O)c1ccc(O)c(NC(=O)COc2cccc(C)c2)c1	15%
Cc1c(C(=O)NC(C)c2ccccc2)cccc1[N+](=O)[O-] (configuration not stated)	1%
Cc1cc(/C=C2\C(=O)NC(=S)N(c3ccccc3F)C2=O)c(C)n1-c1ccc(Cl)c(C(=O)O)c1	35%
COc1ccc(CCC(C)NC(=O)CC(c2ccccc2)c2ccccc2)c(OC)c1 (configuration not stated)	12%
CCOc1ccc2c(C)c(C)c(=O)oc2c1C	19%
COc1ccccc1C/C(N)=N/OC(=O)c1ccc(Cl)cc1	2%
COC(=O)c1ccc(/C=C2\C=C(c3ccc(Cl)cc3)OC2=O)cc1	10%
COc1ccc(C2CC(=O)C3=C(C2)NC(C)=C(C(=O)OCC(C)C)C3c2ccc(O)c(OC)c2)cc1 (configuration not stated)	7%
COc1ccc(NC(=O)CCSc2nnc(C)s2)cc1	7%
CCOC(=O)C1=C(C)NC(=O)NC1c1ccco1 (configuration not stated)	0%
CC(=O)NN1C(=O)/C(=C\c2ccc(O)c([N+](=O)[O-])c2)SC1=S	14%
COc1cc(C#CC#CCN2CCOCC2)ccc1O	19%
COc1ccc(/C=C2\SC(=S)N(CC(=O)OCCN(C)C)C2=O)cc1	10%
COc1cccc(OCC(=O)NNC(=O)c2ccccc2C)c1	0%
COC(=O)c1ccccc1OCCCOc1cccc2cccnc12	31%
COc1cc(C)ccc1OCCCOc1cc(C)c(Br)cc1C	22%
COc1ccc2c(c1)-c1c(ssc1=S)C(C)(C)N2C(=O)CSc1nnc(C)s1	14%
CCN(CC)c1ccc(NC(=O)/C(=C\c2ccccc2)NC(C)=O)cc1	14%
CCN(c1ccccc1C)S(=O)(=O)c1cc(Cl)ccc1Cl	1%
COc1ccc(/C=C/C(=O)N2CCN(c3ccccc3)CC2)cc1	21%
COc1ccccc1C(=O)NC(=S)Nc1ccc(-c2nc3cc(Cl)ccc3o2)cc1	10%
C=CCOc1ccc(/C=C2\C(=O)NC(=O)N(C)C2=O)cc1Br	8%
CN(C)c1cc(N/N=C/c2cccc(O)c2)nc(N(C)C)n1	11%

Structural class: those above with a tert-butyl group.
SMILES	RNase H inhibition
COc1ccc(-c2noc(-c3ccc(C(C)(C)C)cc3)n2)cc1OC	12%
Cc1c(NC(=S)NC(C)(C)C)c(=O)n(-c2ccccc2)n1C	4%

Later entries
SMILES	RNase H inhibition
O=C(Nc1nc2ccccc2n1CCN1CCOCC1)c1ccc(Br)cc1	0%
COc1c(Cl)cc(/C=C2\C(=O)NC(=S)N(c3ccc(Cl)cc3)C2=O)cc1Cl	12%
COC(=O)c1ccc(NC(=S)NC(=O)c2cccc3ccccc23)cc1	6%
Cc1ccc(OCC(=O)Nc2cc([N+](=O)[O-])ccc2C)c(Br)c1	10%
COc1cc(C2C(C#N)=C(N)Oc3cc(C)oc(=O)c32)cc(Br)c1O (configuration not stated)	6%
Cc1ccccc1-n1c(C)cc(/C=N/NC(=O)CN2CCOCC2)c1C	0%
Cc1onc(-c2c(Cl)cccc2Cl)c1C(=O)NC1CCCC1	6%
COc1ccc(OC)c(/C=N/NC(=O)CSc2nc(C)cc(C)n2)c1	14%
Cc1ccc(C(=O)N/N=C/c2ccccc2)cc1	0%
COc1ccc(Cn2nnc(-c3ccccc3)n2)cc1	13%
COC(=O)C(CCSC)NC(=O)c1cccs1 (configuration not stated)	1%
Cc1ccc(C)c(N=Cc2ccc(O)c(O)c2)c1	24%

A second format for part of the listing above.
COc1ccc(OC)c(/C=N/NC(=O)CSc2nc(C)cc(C)n2)c1
  RNase H inhibition = 14%

Cc1ccc(C(=O)N/N=C/c2ccccc2)cc1
  RNase H inhibition = 0%

COc1ccc(Cn2nnc(-c3ccccc3)n2)cc1
  RNase H inhibition = 13%

COC(=O)C(CCSC)NC(=O)c1cccs1 (configuration not stated)
  RNase H inhibition = 1%

Continued:
SMILES	RNase H inhibition
O=C(c1ccc2c(c1)OCO2)N1CCN(c2ccc(Cl)cc2)CC1	0%
CCc1ccc(N2C(=O)/C(=C/c3ccc(OCC(=O)O)c(OC)c3)C(=O)NC2=S)cc1	6%
O=C(N/C(=C/c1ccco1)C(=O)N1CCCCC1)c1ccc(Cl)cc1	4%
COc1ccccc1/C=C1/SC(=S)N(c2cccc(Cl)c2)C1=O	7%
O=C(/C=C/c1ccccc1Cl)NCc1ccccn1	15%
Cc1onc(-c2ccccc2Cl)c1C(=O)NC12CC3CC(CC(C3)C1)C2	5%
COc1cc2ccccc2cc1C(=O)Nc1cccc(NC(=O)c2ccccc2Cl)c1	13%
Cc1cc(Br)ccc1N1C(=O)/C(=C/c2ccc(O)c(Cl)c2)C(=O)NC1=S	21%
CC(C)C(=O)NS(=O)(=O)c1ccc(NS(C)(=O)=O)cc1	7%
COC(C)(C)CNS(=O)(=O)c1ccc(Cl)cc1	26%
Cc1ccc(N=Cc2c[nH]c3ccccc23)c(O)c1	4%
Cc1ccc(/C=N\NC(=O)CNc2ccccc2C)cc1	9%
COc1ccc2oc(-c3ccccc3)c(C(=O)N3CCOCC3)c2c1	0%
O=C1NN(c2ccc(Cl)cc2)C(=O)/C1=C\c1cc(Cl)cc(Br)c1O	8%
N#C/C(=C\c1ccccc1C(F)(F)F)c1nn(-c2ccccc2)c(N)c1C#N	7%
CC(=C1C(=O)c2ccccc2C1=O)N1CCC2CCCN2C1 (configuration not stated)	7%
CCC(C)NC(=O)/C(=C\c1ccc(OC(C)=O)c(OC)c1)NC(C)=O (configuration not stated)	3%
O=C(Cc1ccc([N+](=O)[O-])cc1)NCCCN1CCOCC1	19%
CCCOC(=O)C1=C(C)N(C)C(=O)NC1c1ccc(Cl)c(Cl)c1 (configuration not stated)	13%
Brc1cccc(CN2CCN(Cc3cccnc3)CC2)c1	0%
c1ccc(Oc2ccc(Nc3nc(-c4ccc(-c5ccccc5)cc4)cs3)cc2)cc1	1%
O=C(COC(=O)c1ccccc1O)c1ccccc1	0%
Cc1cccc(-c2nc3cc(NC(=O)c4cccc(F)c4)ccc3o2)c1	5%
N#C/C(=C\Nc1ccc([N+](=O)[O-])cc1Br)c1nc(-c2ccccc2)cs1	8%

Exported bar-delimited: 4 of the compounds above
Compound | RNase H inhibition
O=C(Cc1ccc([N+](=O)[O-])cc1)NCCCN1CCOCC1 | 19%
CCCOC(=O)C1=C(C)N(C)C(=O)NC1c1ccc(Cl)c(Cl)c1 (configuration not stated) | 13%
Brc1cccc(CN2CCN(Cc3cccnc3)CC2)c1 | 0%
c1ccc(Oc2ccc(Nc3nc(-c4ccc(-c5ccccc5)cc4)cs3)cc2)cc1 | 1%

(continued)
SMILES	RNase H inhibition
Cc1ccc([N+](=O)[O-])cc1-c1ccc(/C=C(\C#N)c2nc3ccccc3[nH]2)o1	58%*
CCOC(=O)c1c(NC(=O)C2COc3ccccc3O2)sc2c1CCC2 (configuration not stated)	3%
CCCn1c(NC(=O)c2ccc(C)cc2)nc2ccccc21	0%
CCc1cc(=O)oc2cc(OCC(=O)c3ccc(-c4ccccc4)cc3)ccc12	0%
Cc1cccc(NC(=O)C2C(C(=O)O)C3C=CC2C32CC2)c1 (configuration not stated)	1%
O=C(c1ccccc1I)n1cccn1	2%
O=C(/C=C/c1cccnc1)c1ccc(NC(=O)c2ccccc2F)cc1	0%
O=C(Nc1ccc2c(c1)C(=O)c1ccccc1C2=O)c1cccc([N+](=O)[O-])c1	12%
CC1=NN(c2ccc(C)c(C)c2)C(=O)/C1=C\c1c(C)[nH]n(-c2ccc(Cl)cc2)c1=O	7%&11%
CCOC(=O)c1ccc(NC(=S)NCCc2c[nH]c3ccccc23)cc1	23%

Bioassay records deposited in PubChem BioAssay by MTDP.
